ASAP1 inh = ASAP1 ArfGAP inhibition; Q9ULH1; ASAP1-stimulated ARF1 GTP hydrolysis, GDP FP detection; inhibition, % at 16.5 µM; 0.19% of 360,000 active; in the data active = inhibition above about 25%;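 note: 0% = vehicle with enzyme and substrate and 100% = no enzyme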
Target sequence (Q9ULH1 325-724 limits assumed): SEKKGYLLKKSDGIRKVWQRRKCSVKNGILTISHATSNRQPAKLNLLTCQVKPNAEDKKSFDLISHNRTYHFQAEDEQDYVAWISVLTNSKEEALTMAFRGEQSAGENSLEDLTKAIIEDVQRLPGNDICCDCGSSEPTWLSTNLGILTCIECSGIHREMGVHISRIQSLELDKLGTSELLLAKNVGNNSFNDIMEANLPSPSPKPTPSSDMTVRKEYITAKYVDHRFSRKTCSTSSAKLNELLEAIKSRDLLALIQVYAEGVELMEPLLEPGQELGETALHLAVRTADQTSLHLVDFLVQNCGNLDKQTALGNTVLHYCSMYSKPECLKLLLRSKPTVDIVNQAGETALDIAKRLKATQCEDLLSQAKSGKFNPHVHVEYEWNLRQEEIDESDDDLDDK
rCAG RNA binder = binds r(CAG) RNA repeats; r(CAG) RNA repeat, TO-PRO-1 dye displacement fluorescence; inhibition, % at 3 µM; 1.3% of 370,000 active;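 active = inhibition above the plate cutoff, the mean of all test compounds on that plate plus 3 SD, cut at about 35% in these data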;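 note: 0% = DMSO alone and 100% = 100 µM mitoxantrone as full dye displacement; higher means more dye released from RNA so lower well fluorescence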
HGIII-sPLA2 inh = Inhibits HGIII-sPLA2 liposome hydrolysis, primary screen; Q9NZ20; QFRET BODIPY PC-A2 liposome hydrolysis, fluorescence; inhibition, % at 12.2 µM; 0.56% of 370,000 active;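 active = inhibition above mean plus 3 SD of compounds lying within the high and low control bounds, cut at about 19% in these data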;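 note: 0% = median of test compound wells and 100% = no enzyme DMSO wells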
GAA850 FXN act = frataxin GAA850 promoter activation; HEK293 lucGAA850 FXN promoter luciferase reporter, 24 h; percent of 10 µM SAHA response; 0.56% of 360,000 active; activation, % at 6 µM;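 active = activation above the average of all compounds screened plus 3 SD, cutoff fixed separately per campaign, cut at about 7.5% in these data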;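 note: 0% = DMSO wells and 100% = 10 µM SAHA wells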
DDE Tn6 FP inh = DD(E)-Tn6 binding inhibition, primary FP screen; inhibition, % at 8.3 µM; Fibrin DD(E) TRITC-Tn6 fluorescence polarization displacement; P02675; 0.21% of 370,000 active;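 active = inhibition above a per-campaign cutoff: mean of compounds within control limits plus 3 SD, cut at about 15% in these data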;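 note: 0% = median of all compound wells on the plate and 100% = blocking peptide control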
ARFGAP1 inh = inhibits rat ARF GTPase activating protein 1. inhibition, % at 16.5 µM. 0.26% of 360,000 active. Arfgap1-stimulated ARF1 GTP hydrolysis, GDP FP detection. AID 651572;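 active = inhibition above a per-plate limit, mean inhibition of low control wells plus 3 SD, cut at about 25% in these data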;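 note: 0% = DMSO wells with enzyme and 100% = wells lacking Arfgap1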
Target sequence (Q62848 1-136 limits assumed): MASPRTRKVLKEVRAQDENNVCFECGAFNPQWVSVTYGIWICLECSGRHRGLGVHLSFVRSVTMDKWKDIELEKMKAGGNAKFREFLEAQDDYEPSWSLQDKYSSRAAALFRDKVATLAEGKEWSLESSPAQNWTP
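Repeats: one replicate per compound; assay system: rat Arfgap1 catalytic domain, aa 1-136; times: enzyme reaction 120 min at 25 °C after 20 min preincubation; detection: FP of antibody-bound GDP Alexa 633 tracer, ex 620/em 688 nm; benchmarks: high control wells lacking Arfgap1, low control full reaction with DMSO; reagent: human ARF1(Δ1-17)-GTP substrate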
GC-B act = GC-B (human) receptor activation; P20594; HEK293-GC-B cells, CNP EC30, cGMP TR-FRET; 0% at EC30 CNP, 100% saturating CNP; AID 1920062; activation, % at 10 µM; 0.11% of 370,000 active;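 active = activation at 10 µM reaching about 35% in either raw or pattern-adjusted values, limit read from the data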
ADAM10 inh = inhibitors of human ADAM10. O14672. recombinant ADAM10, EDANS/DABCYL FRET peptide cleavage, 3 h. inhibition, % at 7 µM. 0.62% of 370,000 active. AID 720582;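 active = inhibition above a per-campaign cutoff equal to the mean of compounds falling between control-based bounds plus 3 SD, cut at about 20% in these data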;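 note: 0% = DMSO wells while the 100% control is not disclosed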
KLK7 zymogen act = activates the human kallikrein-7 zymogen. purified proKLK7, EDANS-DABCYL substrate fluorescence; 100% is mature enzyme control, 0% vehicle. activation, % at 7 µM. 0.9% of 370,000 active;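 active = activation above the mean of all tested compounds plus 3 SD, computed per campaign excluding outliers beyond control limits, cut at about 13% in these data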
Target sequence (P49862 whole entry, looked up): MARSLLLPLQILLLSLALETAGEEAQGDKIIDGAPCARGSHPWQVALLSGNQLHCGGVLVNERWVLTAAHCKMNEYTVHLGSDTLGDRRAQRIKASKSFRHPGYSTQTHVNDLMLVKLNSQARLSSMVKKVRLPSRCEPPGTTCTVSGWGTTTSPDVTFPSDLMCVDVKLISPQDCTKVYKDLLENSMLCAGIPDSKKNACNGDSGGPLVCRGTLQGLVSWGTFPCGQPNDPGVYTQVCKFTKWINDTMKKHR
NPR1 activator = GC-A (human) enzyme activation; activation, % at 10 µM; P16066; 0.14% of 370,000 active; HEK293 GC-A cells, cGMP TR-FRET, EC30 ANP; 0% at EC30 ANP, 100% saturating ANP; AID 1671463; in the data active = activation above about 40%
Starred values were filed as active, the others as inactive; i = inactive; x = no result given.

SMILES	ASAP1 inh	rCAG RNA binder	HGIII-sPLA2 inh	GAA850 FXN act	DDE Tn6 FP inh	ARFGAP1 inh	GC-B act	ADAM10 inh	KLK7 zymogen act	NPR1 activator
O=C(CN1CCN(C(=O)c2cccc(S(=O)(=O)N3CCCC3)c2)CC1)Nc1ccc(F)cc1	12	2	12	0.9	-4	1	0	-22	0.1	2
O=C(OCC(=O)N1CCOCC1)c1ccc[nH]c1=O	-2	-1	1	1.4	1	2	8	-8	0.1	1
COc1ccc(Nc2cc(C)nc3ncnn23)cc1Cl	-3	-1	1	-0.1	8	-13	4	-5	0.2	8
CCOC(=O)c1ccc2c(c1)N(CC#N)C(=O)C(C)(C)O2	6	-3	-4	1.4	-4	-3	0	-8	0.1	6
CCOC(=O)c1cccc(OCC(O)CNCCOc2ccccc2F)c1 (stereo not given)	9	0	6	-1.9	-4	-8	10	3	0.0	3
O=c1[nH]c(C(Cl)Cl)nc2sc3c(c12)CCN(Cc1ccccc1)C3	-8	9	-10	2.5	4	7	-2	-350	-4.0	-2
CCOc1cc(-c2cc(-c3ccc(C)cc3)nc(N)c2C#N)ccc1O	10	11	-45	-1.1	2	15	1	-87	0.2	1
Cc1ccc(C(=O)N2CCCC(c3ccc(Cl)cc3)=N2)cc1	4	-1	-5	2.9	2	-18	-1	-5	0.8	-2
O=C(CSc1nc(-c2ccc(F)cc2)nc2ccc(F)cc12)Nc1cccc(C(=O)O)c1	-11	18	-18	2.0	3	0	-2	5	-0.2	4
O=C(NCc1ccccc1C(F)(F)F)c1cccc2c1C(=O)c1ccc(N3CCOCC3)cc1S2(=O)=O	16	2	2	-1.2	-2	22	6	-5	-1.2	1
O=C(O)CCCC(=O)NNC(=O)c1cccc(Br)c1	-2	-1	-3	2.8	-3	-8	4	-6	-0.4	4
COc1ccc(C(O)c2ncc(-c3ccccc3F)[nH]2)cc1 (stereo not given)	11	-1	8	1.6	-4	-2	4	-2	0.3	3
CCOc1ccc(C(=O)CN2C(=O)NC3(CCCCCC3)C2=O)cc1	-4	3	-10	2.4	-1	16	2	4	0.1	0
CC(C)(C)C(=O)N1CCN(c2nc3ccc(Cl)cc3s2)CC1	-8	0	-2	4.2	-1	10	5	-3	-0.1	16
Cc1cc(C(=O)OCC(=O)N(C)c2c(N)n(Cc3ccccc3)c(=O)[nH]c2=O)c(C)n1-c1ccccc1	11	-4	-9	-2.6	-2	9	-6	-7	-0.2	0
Cc1ccc(S(=O)(=O)N2CC3C(=O)C[C@@H](c4ccccc4)N(S(=O)(=O)c4cccc(Cl)c4)C3CC2c2ccccc2)cc1 (stereo not given in full)	6	15	-5	x	-7	-11	2	-5	0.0	-3
CCCCCCCCN1C(=O)[C@@H](CC(=O)NCc2ccccc2)C[C@@]2(C(=O)OC)C1=C[C@H](C(C)C)O[C@@H]2C1CC1	x	11	-4	x	-5	x	-6	14	0.4	-1
COc1cc(CCNC(=O)CCCn2c(=O)c3cccn3c3cccnc32)cc(OC)c1OC	-5	-4	1	0.9	-1	3	-2	-22	0.3	2
Cc1ccc(Cl)cc1NC(=S)N(Cc1cccnc1)Cc1ccccc1Cl	0	1	4	0.2	-1	-1	-3	11	0.7	-5
NCCCCCC(=O)Nc1ccncc1	-1	1	-2	-0.7	1	0	2	-2	-0.4	-3
CCOc1ccc(NS(=O)(=O)c2ccc(OC)c(NC(=O)c3ccc4c(c3)OCCO4)c2)cc1	15	11	-9	-0.3	0	20	5	10	-0.6	-2
C[C@H](CO)N1C[C@H](C)[C@@H](CN(C)C(=O)Cc2ccccc2)OCc2cn(nn2)CCCC1=O	-5	1	3	x	3	0	2	-7	0.5	1
Cn1c(=O)c(=O)n(C)c2cc(S(=O)(=O)N3CCN(c4ccccc4Cl)CC3)ccc21	x	6	5	x	-5	x	0	5	-0.1	-3
COc1cc(/C=C/CO)cc(OC)c1OC/C=C(\C)CCC=C(C)C	9	-6	-19	-1.6	-7	0	-4	-2	0.1	-6
O=C(CC1CCCC1)N1CC[C@H]2[C@H](CCCN2Cc2ccc(F)cc2)C1	x	-3	1	x	-1	x	1	2	-0.1	2
COCC1CCN(C(=O)c2cc(COc3ccccc3SC)on2)C1 (stereo not given)	-8	0	3	2.8	6	-7	1	-2	0.2	6
O=C(NC(=O)c1ccccc1)OCC(F)(F)F	-6	-2	5	1.1	1	2	10	-3	0.9	3
Cc1cc(C)c(C)c(S(=O)(=O)Nc2ccccc2C(=O)O)c1C	-27	34	-39	1.5	7	-18	-1	-15	0.9	4
O=C(NCc1ccccc1)[C@@H]1CCCN1C(=O)[C@H]1CCCN1C(=O)c1cccs1	10	1	2	x	-3	1	-2	-1	0.3	6
O=C(Cn1nnc(-c2cccc(C(F)(F)F)c2)n1)NC1CCCC1	-7	2	6	0.4	5	4	-4	8	0.7	0
CN(C)CCNc1oc(-c2ccccc2F)nc1C#N	17	-1	7	2.0	-1	6	-3	i	57*	7
COc1ccccc1CNC(=O)C1CC(c2c(Cl)cccc2Cl)=NO1 (stereo not given)	0	-3	-9	2.4	2	8	-3	3	0.3	0
CS(=O)(=O)N(CC(=O)Nc1c(F)cccc1F)c1ccc(C23CC4CC(CC(C4)C2)C3)cc1	7	5	-4	4.7	-7	2	0	8	-0.2	-3
CCN(CC)C(=O)C1=C(C)N(CCCN2CCCC2=O)C(=O)C(CC(=O)NCc2ccco2)C1 (stereo not given)	4	1	7	-1.2	-7	-5	0	-19	-0.3	0
CCOC(=O)C1=CCN(S(=O)(=O)c2ccc(Cl)cc2)C1c1ccccc1 (stereo not given)	-4	0	-6	x	-8	4	-12	10	-0.1	-3
O=C(C[C@H]1C/C=C\CC[C@@H](Cc2ccc(F)cc2)C(=O)O[C@@H](c2ccccc2)CNC1=O)N[C@H](CO)Cc1ccccc1	4	1	-6	2.5	-9	-14	5	7	0.5	3
Cc1cc(=O)n2[nH]c(SCc3c(F)cccc3Cl)nc2n1	-2	1	-5	0.6	-42	8	1	5	0.1	-2
CCN(CC)S(=O)(=O)c1ccc(C(=O)NCc2ccc3c(c2)OCO3)cc1	13	-3	-5	0.7	-1	-4	1	3	-0.5	-6
Cc1cc(C)cc(NC(=O)N2CCCN(c3ncccc3[N+](=O)[O-])CC2)c1	-11	-5	-1	2.0	-4	6	-9	-7	-0.1	-5
COc1ccc(-n2c(C)nnc2SCC(=O)N2CCOCC2)cc1	-7	1	6	-0.4	-6	4	0	-8	-0.6	-1
Cc1ccc(N2C(=O)C(c3c(C)[nH]n(-c4ccccc4)c3=O)(C(F)(F)F)C3=C2CC(C)(C)CC3=O)cc1 (stereo not given)	-7	7	-6	-1.3	6	-1	-5	2	-0.7	-2
Cc1cc(C)nc(NC(=NCc2ccc3c(c2)OCO3)NC(=O)Nc2ccccc2)n1	4	9	4	2.6	-5	15	12	-1	0.4	9
NCCc1nc(-c2ccccc2)cs1	-9	1	1	1.3	5	0	1	0	0.0	0
CCc1nc(SCc2cccnc2)[nH]c(=O)c1C	2	6	3	0.7	6	0	1	12	0.0	-3
CCOC(=O)c1[nH]c2ccc(OC)cc2c1NC(=S)N1CCN(c2ccccc2)CC1	-3	9	10	1.1	0	-18	-3	-50	-3.5	-7
CCCCN1C(=O)C(O)(CC(=O)c2c(C)n[nH]c2C)c2cc(Br)ccc21 (stereo not given)	-6	-6	-14	-0.7	4	9	-15	-16	-0.5	-26
CCOc1cc(C2Nc3ccccc3C(=O)N2c2ccccc2OC)ccc1O (stereo not given)	5	-1	4	-2.8	8	1	-2	-290	9.3	-5
CCOC(=O)Cc1csc(NC(=O)Cn2cnc3c2c(=O)n(C)c(=O)n3C)n1	-3	3	-1	-0.2	8	-2	-5	3	-0.1	-3
Cc1ccc(C2(C)NC(=O)N(CC(=O)N3CCN(S(=O)(=O)c4cccc(F)c4)CC3)C2=O)cc1 (stereo not given)	-5	-3	-8	0.2	-1	-12	5	0	0.9	-2
CCCCCNCC(=O)Nc1cccc(C(=O)Nc2cccc(C(F)(F)F)c2)c1	4	-1	-7	-0.6	-5	12	-9	5	-0.3	-5
CCN(CC)S(=O)(=O)N1CCC(C(=O)NCCC2=CCCCC2)CC1	-8	-6	1	0.0	-4	7	-1	2	-0.2	-7
CC1CN(S(=O)(=O)c2ccc(CN3C(=O)c4cccnc4C3=O)s2)c2ccccc2O1 (stereo not given)	-3	4	3	-0.6	0	11	5	2	0.4	0
Cc1ccc(NCc2nc3ccccc3n2CCOc2ccccc2)cc1	-6	-3	3	4.9	-8	6	1	2	0.5	-2
O=C(c1sc2cccc(F)c2c1Cl)N1CCN(c2ncccn2)CC1	17	-2	-1	-1.7	2	-8	0	-12	0.5	-3
O=C(O)c1cccc(O)c1O	8	1	-1	-0.8	-12	6	-5	-9	0.5	1
Cc1ccc(S(=O)(=O)N(C)C)cc1NC(=O)CSc1nnnn1-c1ccc(O)cc1	5	4	-23	1.1	-7	1	-6	-5	-0.1	-1
CCn1c(SCC(=O)NC(C)(C)C)nnc1-c1ccncc1	-7	-2	5	-1.1	-4	6	x	-10	0.2	x
Cc1noc(C)c1S(=O)(=O)N(CC(=O)NC(C)c1ccccc1)c1ccc(C(C)C)cc1 (stereo not given)	7	0	5	-1.2	3	-1	-4	5	0.4	-4
Nc1ccccc1-c1nc2ccccc2[nH]1	8	4	10	1.0	-12	-14	7	i	69*	8
O=C(Nc1ccccc1Cl)N1CCCN(c2nc(-c3ccccc3)ns2)CC1	24	2	-4	0.0	-2	-2	-6	-1	0.0	-7
Additional results.
SMILES	ASAP1 inh	rCAG RNA binder	HGIII-sPLA2 inh	GAA850 FXN act	DDE Tn6 FP inh	ARFGAP1 inh	GC-B act	ADAM10 inh	KLK7 zymogen act	NPR1 activator
CCN1C(=O)N[C@@H](c2cccc(C(F)(F)F)c2)[C@@H](C(=O)OC)[C@H]1C	1	-8	6	0.7	8	8	1	2	0.3	4
CCOc1cc(-c2nc(-c3ccccc3)c(-c3cc([N+](=O)[O-])ccc3C)[nH]2)ccc1O	-5	23	-4	-5.0	-4	5	-21	31*	-1.2	-40
CCOC(=O)C1(CCc2ccccc2)CCN(C(=O)C2CCCO2)CC1 (stereo not given)	-8	-11	1	4.4	0	6	-1	-6	0.1	-2
O=C(Nc1ccc(S(=O)(=O)N2CCOCC2)cc1)c1cccs1	-4	0	-1	-0.5	-3	12	5	5	-0.1	0
CC1=C(C(=O)OCc2ccccc2)C(c2ccccc2Cl)NC(=O)N1CCCC(=O)O (stereo not given)	3	15	2	1.6	-14	1	-3	3	-0.2	-2
COc1cc2c(cc1OC)CN(C(=O)C1CCC(=O)N(CCCN3CCOCC3)C1)CC2 (stereo not given)	-9	-1	0	2.9	5	-6	-1	-5	-0.2	8

Retrieved one by one from the list above, two records:
SMILES	ASAP1 inh	rCAG RNA binder	HGIII-sPLA2 inh	GAA850 FXN act	DDE Tn6 FP inh	ARFGAP1 inh	GC-B act	ADAM10 inh	KLK7 zymogen act	NPR1 activator
CCOc1cc(-c2nc(-c3ccccc3)c(-c3cc([N+](=O)[O-])ccc3C)[nH]2)ccc1O	-5	23	-4	-5.0	-4	5	-21	31*	-1.2	-40
COc1cc2c(cc1OC)CN(C(=O)C1CCC(=O)N(CCCN3CCOCC3)C1)CC2 (stereo not given)	-9	-1	0	2.9	5	-6	-1	-5	-0.2	8

Screens as filed in PubChem BioAssay.
